# IMPase inh = qHTS Assay for Identifying the Cell-Membrane Permeable IMPase Inhibitors; Inositol monophosphatase 1 (Rattus norvegicus), P97697; CHO-M1 cells, IP1 accumulation, HTRF TR-FRET ratio; inhibition (IP1 accumulation), % at 46.1 µM; 120,000 tested, under 10 active; active = well fitted curve in the direction sought with a large enough effect in the signal ratio, not every such curve was filed as active; inconclusive = small, poorly fitted or top-dose-only effect, or a change in a side signal; inactive = no such curve, though single readings can be large or run the other way; the % refers to the signal ratio;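 note: cells stimulated with carbachol in lithium chloride buffer; plate controls were DMSO basal wells for no effect and reference inhibitor wells for full effect; higher means more IMPase inhibition seen as more IP1 and lower FRET ratio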
# Target sequence (P97697 whole entry, looked up): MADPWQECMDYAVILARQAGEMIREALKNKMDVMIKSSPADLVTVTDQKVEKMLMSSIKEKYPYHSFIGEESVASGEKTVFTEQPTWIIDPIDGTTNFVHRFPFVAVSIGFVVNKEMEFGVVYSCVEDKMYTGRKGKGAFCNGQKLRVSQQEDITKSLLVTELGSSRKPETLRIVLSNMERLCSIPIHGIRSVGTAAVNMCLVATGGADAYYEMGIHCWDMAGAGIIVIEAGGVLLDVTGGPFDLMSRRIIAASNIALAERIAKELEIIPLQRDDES
#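 The IP-One HTRF competitive assay in carbachol-stimulated CHO-M1 cells quantifies cellular IP1. Compounds spanned up to 46 uM final, and activity is expressed as AC50 from concentration-response fits of the ratio and donor data.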
# PNC assembly inh = High Content Assay for Compounds that inhibit the Assembly of the Perinucleolar Compartment | AID 2417, 2010 | PC3M PTB-GFP, PNC prevalence imaging, 16 h; active compounds read low | activity change (PNC), negative = inhibition, % at 10 µM | 3.1% of 140,000 active;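 active = readout at or below -70, meaning at least 70% loss of cells showing the perinucleolar compartment, a nuclear body marking cancer cells; inconclusive = readout between -30 and a set limit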;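 note: plate controls were DMSO wells for no effect and camptothecin positive control wells for full effect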
#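 Read-out is percentage of cells bearing a perinucleolar compartment, from automated 20x imaging of fixed, Hoechst-stained PC3M PTB-GFP cells. Cells were seeded 4 h, then exposed 16 h to compound (23 nl of library stock) in duplicate plates.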
# 12-hLO inh = qHTS Assay for Inhibitors of 12-hLO (12-human lipoxygenase). Potency, µM (titrated, usually from 57.1 µM), without a hit: at the highest dose activity change, negative = inhibition, hits mostly inhibitors. Polyunsaturated fatty acid lipoxygenase ALOX12 (Homo sapiens), P18054. purified 12-hLO, xylenol orange hydroperoxide absorbance. 0.12% of 150,000 active; note: potency is the fitted concentration of half-maximal effect; nearly all actives have a fitted effect of over 55% in size; many of its hits are not listed in these tables
# Target sequence (P18054 whole entry, looked up): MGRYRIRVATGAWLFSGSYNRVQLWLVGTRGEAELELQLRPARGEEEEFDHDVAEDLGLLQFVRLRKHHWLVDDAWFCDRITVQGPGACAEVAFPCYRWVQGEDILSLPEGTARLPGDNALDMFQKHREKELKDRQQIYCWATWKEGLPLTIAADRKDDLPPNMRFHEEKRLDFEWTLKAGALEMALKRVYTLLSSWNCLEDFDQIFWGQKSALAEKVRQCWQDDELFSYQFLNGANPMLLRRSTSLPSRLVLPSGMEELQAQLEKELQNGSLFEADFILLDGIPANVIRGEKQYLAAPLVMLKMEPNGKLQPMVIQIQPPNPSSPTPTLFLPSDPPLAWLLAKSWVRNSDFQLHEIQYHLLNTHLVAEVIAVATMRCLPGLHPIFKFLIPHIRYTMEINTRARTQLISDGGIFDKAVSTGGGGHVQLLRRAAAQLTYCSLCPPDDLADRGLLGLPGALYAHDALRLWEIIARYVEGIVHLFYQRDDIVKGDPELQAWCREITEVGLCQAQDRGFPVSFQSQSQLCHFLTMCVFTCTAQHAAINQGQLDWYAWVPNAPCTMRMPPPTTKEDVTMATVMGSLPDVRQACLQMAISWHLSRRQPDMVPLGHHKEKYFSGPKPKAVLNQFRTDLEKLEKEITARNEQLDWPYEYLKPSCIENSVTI
#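 Hydroperoxide output read as Fe(III)-xylenol orange absorbance, 573-to-405 nm ratio, after 30 min reaction with 40 uM arachidonic acid. Enzyme: 150 nM purified human 12hLO, 15 min compound preincubation; 25 mM Hepes pH 7.0, room temperature.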
# 15-hLO-2 inh = qHTS Assay for Inhibitors of 15-hLO-2 (15-human lipoxygenase 2); Polyunsaturated fatty acid lipoxygenase ALOX15B (Homo sapiens), O15296; purified 15hLO-2, xylenol orange hydroperoxide absorbance; Potency, µM (highest dose often 57.1 µM), inactives show top-dose activity change, negative = inhibition, most hits filed as inhibitors; 0.56% of 110,000 active; AID 881, 2007; note: potency is the fitted concentration of half-maximal effect; nearly all actives have a fitted effect of over 60% in size; many of its hits are not listed in these tables
#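 Purified human 15hLO-2 (50 nM) preincubated 15 min with compound, then 45 uM arachidonic acid for 90 min at RT in 25 mM Hepes pH 7.5, 0.01% Triton X-100. Hydroperoxide detected by Fe-xylenol orange; 573/405 nm absorbance ratio.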
# Active calls of the source: *; ? = inconclusive; nt = not tested or not shown; & = joins results of further samples; [ ] = remark or other dose. Unless noted, calls come from the whole dose curve; as a rule, active = well fitted curve in the direction sought with a large enough effect; inconclusive = small, poorly fitted or top-dose-only effect, or another doubt; inactive = no such curve, though single readings can be large; an effect the other way counts as inactive or inconclusive. Unless noted, % is set by controls: 0 for no effect and ±100 for the full control effect.
SMILES,IMPase inh,PNC assembly inh,12-hLO inh,15-hLO-2 inh
CSCCC(NC(N)=O)C(=O)NCC1CCCCC1 (stereo unspecified),-4,?,6%,2%
C#CC(CO)N(CCN(Cc1ccccc1)C(C#C)CO)Cc1ccccc1 (stereo unspecified),?,40,-5%,-10%
CCCN(CCC)C1=CC(=[N+]2CCCC2)CC(C)(C)C1,nt,?,1%,nt
CCC(=O)c1cc(F)c(N2CCN(S(=O)(=O)c3ccccc3)CC2)cc1C,-1,34,6%,-1%
Cc1ccc(Nc2nc(N)nc(CSc3nccn3C)n2)c(C)c1,9,?,-2%,0%
CCOc1ccc(NC(=O)C2CC(=O)N(CC)C(=Nc3ccc4c(c3)OCO4)S2)cc1 (stereo unspecified),8,?,-1%,6%[2.29 µM]
CCOC(=O)c1ccccc1NC(=O)COC,-3,32,5%,-3%
O=C(NNC1CC(=O)N(c2cccc(Cl)c2)C1=O)c1cccs1 (stereo unspecified),nt,18,-5%,nt
N#CCCS(=O)(=O)c1nnnn1-c1ccccc1,2,?,-2%,?
C#CC[N+](C)(C)CCCCCCCCC,nt,?,-1%,nt
O=C1/C(=C/c2cccs2)COc2ccccc21,4,-20,1%,nt
COCCn1c(SCC(=O)Nc2ccccc2)nc2c1c(=O)[nH]c(=O)n2C,-6,?,-1%,nt
O=C(CS(=O)(=O)c1cn(Cc2ccc(Cl)cc2)c2ccccc12)N1CCOCC1,10,60,-2%,nt
O=C(Nc1ccon1)c1cccc(S(=O)(=O)N2CCCC2)c1,13,?,-2%,-2%
C=CCSc1nnc(-c2cc3c(C(F)(F)F)nn(C)c3s2)n1C,3,-6,1%,-6%
CC(=O)Nc1cc(C(=O)N(C)Cc2ccco2)ccc1Sc1ccc(C)cc1,2,-17,-6%,nt
O=C(O)CC(NC(=O)c1ccccc1NC(=O)c1ccccc1)C(=O)O (stereo unspecified),-4,22,7%,1%
O=C(c1cccs1)N1CCCC(c2ccccc2)C1 (stereo unspecified),-9,22,0%,-8%
COC(=O)c1cc(OC)nc2c1c(=O)n(C)c(=O)n2C,nt,-11,3%,nt
Cc1ccc(P(=O)(CO)c2ccc(C)cc2)cc1,-3,11,-5%,5%
CCC(C(=O)Nc1nccs1)(C(F)(F)F)C(F)(F)F,-7,-21,-8%,-2%
COc1ccc(C(=O)OCC(=O)Nc2cc(C)on2)cc1S(=O)(=O)N1CCOCC1,13,21,7%,-13%
Cc1nc(C)n(CC(O)COc2ccc3cc(Br)ccc3c2)n1 (stereo unspecified),-9,8,-11%,13%
O=C(O)c1ccc(O)cc1O,nt,nt,1%&-1%,-17%&-5%
CCN1CCCC1CN(Cc1cc2ccc(C)cc2[nH]c1=O)C(=S)Nc1ccccc1OC (stereo unspecified),nt,-5,2%,nt
COCCCN1C(=O)C(=O)/C(=C(/O)c2ccc(OC(C)C)cc2)C1c1ccncc1 (stereo unspecified),?,20,-9%,-7%
CCOC(=O)c1[nH]c(C)c(C(=O)O)c1C,-1,13,1%,2%
CCCCCCCCNC(=O)/C(C#N)=C/c1ccccc1[N+](=O)[O-],1,?,-4%,nt
O=C1OCc2cccc([N+](=O)[O-])c21,nt,9,-9%,nt
NC(=O)CSc1oc(-c2ccc(F)cc2)nc1S(=O)(=O)c1ccccc1,0,15,-6%,4%
CC(=O)c1cccc(NC(=S)NC(=O)c2ccccc2)c1,nt,34,?,nt
Cc1ccc(C)c(OCC(=O)NCCNC(=O)COc2cc(C)ccc2C)c1,9,13,3%,nt
CCOC(=O)N1CCN(S(=O)(=O)c2cc(C)c(C)cc2C)CC1,27,?,2%,nt
OCCOCCNc1ncnc2sc(-c3ccccc3)cc12,-1,13,5%,0%
CSc1nsc(/C=C/Nc2cccc(Cl)c2)c1C#N,6,17,?,?
Cc1ccc(NC(=O)C(C)c2ccc(-c3ccccc3)c(F)c2)cc1 (stereo unspecified),13,7,-4%,6%
O=S(=O)(c1ccc(Oc2ccc3oc4ccccc4c3c2)nc1)N1CCCC1,14,6,-3%,1%
Cc1cc(C(=O)COC(=O)Cc2n[nH]c(=O)c3ccccc23)c(C)n1-c1ccc2c(c1)OCCO2,8,10,2%,nt
Cc1ccccc1/C(N)=N/O,nt,2,2%,nt
Cc1cc2nc(N)sc2cc1C,-3,-91*,2%&-6%,-6%&7%

# Record cards, as listed above:
# `Cc1nc(C)n(CC(O)COc2ccc3cc(Br)ccc3c2)n1` (stereo unspecified) across the screens: IMPase inh = -9; PNC assembly inh = 8; 12-hLO inh = -11%; 15-hLO-2 inh = 13%
# `Cc1cc(C(=O)COC(=O)Cc2n[nH]c(=O)c3ccccc23)c(C)n1-c1ccc2c(c1)OCCO2` across the screens: IMPase inh = 8; PNC assembly inh = 10; 12-hLO inh = 2%; 15-hLO-2 inh = nt
# `Cc1cc2nc(N)sc2cc1C` across the screens: IMPase inh = -3; PNC assembly inh = -91*; 12-hLO inh = 2%&-6%; 15-hLO-2 inh = -6%&7%

# (listing goes on)
SMILES,IMPase inh,PNC assembly inh,12-hLO inh,15-hLO-2 inh
Cc1ccc(Nc2ccc(C(=O)N3CCCC3)cn2)c(C)c1,-1,-12,-7%,7%
COc1ccc(CN(C(=O)CN2C(=O)c3ccccc3S2(=O)=O)C(C(=O)NCC2CCCO2)c2ccncc2)cc1 (stereo unspecified),nt,29,-3%,nt
CCOc1ccc(C2C(C#N)=C(N)SC(N)=C2C#N)cc1OC,?,?,-16%,?
Cc1ccc(S(=O)(=O)N2CCN(C)CC2)c(C)c1,-5,?,0%,-1%
CCc1ccc(OCCOCC(O)CN2CCN(Cc3ccc(Cl)cc3)CC2)cc1 (stereo unspecified),nt,47,-6%,nt
Cc1cccc(C)c1NC(=O)N1CCC(c2nc3ccccc3o2)CC1,-2,-13,10%,-9%
COc1ccc(Oc2nc(C)cc(C)c2S(=O)(=O)c2ccc(C)cc2)cc1,7,?,-7%,0%
CC(=O)OC/C=C(\C)CC/C=C(\C)CC/C=C(\C)CC/C=C(\C)CC/C=C(\C)CC/C=C(\C)CC/C=C(\C)CC/C=C(\C)CCC=C(C)C,nt,nt,-1%,5%
O=C(COc1ccc2ccc(=O)oc2c1)Nc1ccc(N2CCOCC2)cc1,6,-10,2%,nt
Cc1ccc(NC(=O)C[n+]2ccccc2)cc1[N+](=O)[O-],10,-7,-3%,2%
Cc1nc(SCC(=O)N2CCc3ccccc3C2)c2c(C)c(C)sc2n1,1[1.84 µM],?,1%,7%[11.4 µM]
Cc1nnc(NC(=O)CCC(=O)NCc2ccco2)s1,4,4,-5%,-1%
Cc1cc2c(c(=O)o1)C(C(C)C)C(C#N)=C(N)O2 (stereo unspecified),-6,-1,-4%,-6%
CCC1CCCCN1CCNC(=O)C1CCN(S(=O)(=O)c2c(C)noc2C)CC1 (stereo unspecified),5,-8,-3%,2%
CCOC(=O)N1CCN(c2c(NCCc3ccc(OC)c(OC)c3)c(=O)c2=O)CC1,1,12,-3%,9%
CC1=N/C(=C\c2ccc3c(c2)OCO3)C(=O)N1c1ccc(C(=O)O)cc1,nt,?,-2%,nt
CN1CCN(C2=C(Cl)C(=O)N(c3ccc(Cl)cc3)C2=O)CC1,8,16,?,20%
Cc1noc(C)c1S(=O)(=O)N1CCCC(C(=O)NCCc2ccccc2)C1 (stereo unspecified),3,?,-1%,1%
COc1ccc(OC)c(C2NC(=O)NC(C)=C2C(=O)Nc2ccc(C)cc2)c1 (stereo unspecified),4,58,-6%,3%
Cn1c(SCC(=O)NC2CC2)nnc1-c1ccco1,-6,33,-4%,-4%
Cc1cc(C(F)F)n2ncc(C(=O)NCc3ccccc3)c2n1,?,-23,2%,-2%
COc1cc(C(=O)n2nc(C)cc2C)cc(OC)c1OC,3,-4,5%,3%
Cc1ccc2nc(SCc3ccc([N+](=O)[O-])cc3)[nH]c2c1,0,13,0%,43%[activator]
O=C(NCc1cccs1)c1ccc(N2CCCCC2)nc1,-6,-12,3%,0%
C=CCN(C(C)=O)C1CC(=O)N(c2ccc(OCCC)cc2)C1=O (stereo unspecified),17,16,2%,-4%
O=C(CSc1ccc(Cl)cc1)Nn1cnnc1,-4,-11,-2%,-8%
COc1cccc(CSc2nc3ccccc3[nH]2)c1,2,13,2%,nt
O=C(NC1CCCC1)c1cnc2n(c1=O)CCS2,6,-26,-2%,nt
Cc1ccnc(N2CCC(C(=O)NNC(=O)c3ccccc3C)CC2)n1,1,36,6%,-3%
CCCCOC(=O)CCc1c(C)[nH]c(=S)[nH]c1=O,3,14,1%,-3%
N#Cc1ccc(CN2CCCC3(CCN(C(=O)c4csnn4)CC3)C2)cc1,nt,nt,-2%,0%
CCOc1ccc(C(=O)Nc2cccc(SC)c2)cc1,nt,27,-2%,nt
O=C(NCC(=O)N(CCN1CCOCC1)C(C(=O)NC1CCCC1)c1cccs1)c1ccco1 (stereo unspecified),2,-26,-6%,-3%
CC(C)(C)OC(=O)N1CCOCCOCCNCCOCCOCC1,4,?,-6%,nt
CCOc1ccc(C2=Nc3ccccc3C(c3ccc(N4CCOCC4)cc3)=NN2)cc1,0,-23,-1%,-17%
CCn1c(C(Cc2ccccc2)NC(=O)COC)nc2ccccc21 (stereo unspecified),-9,-19,2%,0%
CCOC(C)OCC,nt,nt,-4%,6%
O=[N+]([O-])c1cc(/C=N/Nc2nc3ccccc3[nH]2)c(O)cc1O,8,?,-4%,nt
Cc1ccc(-c2csc(=S)n2CC(=O)OCC(=O)NCc2ccco2)cc1,7,-29,-6%,-20%
CC(=O)Cc1nsc(NC(=O)c2cn(-c3ccccc3)nc2-c2ccc(Br)cc2)n1,-4,9,-4%,-2%
Cn1c(CN2CCCCC2)nc2cc(NS(=O)(=O)c3ccc(Cl)cc3)ccc21,14,-7,-20%,8%
Cc1cccc(NC(=O)CSc2nnc(CSc3nc(C)cc(C)n3)n2Cc2ccco2)c1,11,-20,-2%,-5%
CC(OC(=O)c1ccccc1Br)C(=O)Nc1nc(-c2cccc([N+](=O)[O-])c2)cs1 (stereo unspecified),2,-19,4%,nt
CCCC(C)NC(=O)c1cc(C(=O)OC)cc([N+](=O)[O-])c1 (stereo unspecified),nt,-4,0%,nt
COc1ccc(-n2c(SCC#N)nnc2-c2cccnc2)cc1,1,-5,-2%,5%
COc1ccc(CCNc2ncnc3[nH]ncc23)cc1OC,21,-28,-5%,2%
c1csc(C(c2nnnn2C2CCCC2)N2CCOCC2)c1 (stereo unspecified),6,6,-3%,-4%
O=C(c1cccc(Br)c1)N1CCCC1,-5,12,-2%,9%
CCOC(=O)C(CCC#N)(CCC#N)C(=O)OCC,-1,-2,-4%,-1%
Cc1ccc(S(=O)(=O)NC(=O)N2CCC(C)CC2)cc1,5,?,0%,5%
COC(=O)c1c(NC(=O)CSc2nnc3ccccn23)sc2c1CCC2,nt,6,-5%,nt
Cc1cccc(Nc2ccccc2)c1,-3,?,-10%,-3%
CCNc1nc(NCC)nc(OCCOC(=O)c2ccccc2)n1,0,-11,-4%,1%
COc1ccc(OC)c(NC(=O)CSC2=C(C#N)C(c3ccco3)C3=C(CCCC3=O)N2)c1 (stereo unspecified),11,-30,-14%,-3%
CCCCn1nnc(NC(=O)c2ccco2)n1,-8,0,-4%,3%
CCOC(=O)CSc1nc2c(c(=O)[nH]c(=O)n2C)n1C/C=C(/C)Cl,-14,17,-2%,-13%
COc1ccc(/C=C/C(=O)O)cc1COc1cccc(C)c1,nt,15,1%,nt
CCOC(=O)N1CCC(N2C(=O)c3ccc(C(=O)NCc4ccco4)cc3C2=O)CC1,5,-119*,5%,nt
CC(=O)Nc1cnn(Cc2ccc(Br)cc2)c1,1,-4,-2%,4%

# Rows are unselected; any-hit rate near 3.1%.
